# Menin MLL FP TR = inhibitors of human menin-MLL interaction, mutant MLL peptide; O00255; Menin + Texas Red MLL mutant peptide, fluorescence polarization; Potency, µM (top dose mostly 61.6 µM), for inactives: at the top dose FP activity change, negative = inhibition, most hits filed as inhibitors; hit rate 0.23% among 270,000; AID 1768; active means well fitted inhibition curve with a large enough effect in the polarisation, with a control signal flat, not every such curve was filed as active; inconclusive means small, poorly fitted or top-dose-only effect, or effect the other way, or a change in a side signal; inactive means no such curve, though single readings can be large or run the other way; the % refers to the polarisation; further: potency means the concentration at half of the fitted maximal effect; % of control where 0% means no effect; many of its hits are not listed in these tables
# PKM2 act = activators of human pyruvate kinase M2; hit rate 0.34% among 260,000; Potency, µM (titrated, usually from 57.5 µM), inactives show top-dose activation, most hits filed as activators; purified PKM2, Kinase-Glo ATP luminescence, activation; response scale: 0% is enzyme alone, no compound; P14618; further: potency means the concentration at half of the fitted maximal effect; on the % scale 0 is the no-effect control and ±100 the full control effect; nearly all actives have a fitted effect of over 55% in size
# Target sequence (P14618 whole entry, looked up): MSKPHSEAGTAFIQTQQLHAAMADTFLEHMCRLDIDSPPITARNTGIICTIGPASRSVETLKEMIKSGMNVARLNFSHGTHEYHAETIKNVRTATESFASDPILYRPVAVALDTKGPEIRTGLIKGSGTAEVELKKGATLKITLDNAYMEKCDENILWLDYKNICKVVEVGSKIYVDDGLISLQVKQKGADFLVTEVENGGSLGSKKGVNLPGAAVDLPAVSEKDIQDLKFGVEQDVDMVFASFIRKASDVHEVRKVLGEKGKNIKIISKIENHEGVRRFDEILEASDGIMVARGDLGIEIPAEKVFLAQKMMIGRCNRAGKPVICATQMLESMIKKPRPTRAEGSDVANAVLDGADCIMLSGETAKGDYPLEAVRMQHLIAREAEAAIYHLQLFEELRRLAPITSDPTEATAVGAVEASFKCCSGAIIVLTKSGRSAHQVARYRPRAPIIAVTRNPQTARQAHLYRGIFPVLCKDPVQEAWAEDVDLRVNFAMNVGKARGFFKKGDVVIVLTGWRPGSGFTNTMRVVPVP
#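 Kinase-Glo luminescence reports ATP generated from ADP (0.1 mM) and PEP (0.5 mM) by purified hPK-M2 after 1 h at room temperature, pH 7.2 imidazole buffer; intermediate enzyme activity allows detecting inhibitors and activators.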
# RORgamma inh = inhibitors of mouse ROR gamma transcriptional activity; Drosophila S2 Gal4-RORgamma UAS-luciferase reporter, 20 h; P51450; hit rate 5.4% among 310,000; Potency, µM (highest dose often 53.6 µM), without a hit: at the top dose activity change, negative = inhibition, hits mostly inhibitors; AID 2551; further: potency means the concentration at half of the fitted maximal effect; on the % scale 0 is the no-effect control and ±100 the full control effect; nearly all actives have a fitted effect of over 60% in size
#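 A Gal4/UAS one-hybrid system in insect cells: metallothionein-promoter Gal4–ROR gamma fusion plus Photinus luciferase reporter. Copper sulfate 700 uM final, 20 hr ambient incubation, luminescent detection after 10 min with reagent.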
# Gal4-VP16 FLuc = inhibits Gal4-VP16 luciferase reporter, ROR gamma counter-screen | hit rate 3.5% among 310,000 | Drosophila S2 Gal4-VP16 UAS-luciferase, luminescence, 20 h | Potency, µM (highest dose often 53.6 µM), without a hit: at the top dose activity, negative = inhibition, actives largely listed as inhibitors;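 further: Gal4-VP16 expression switched on by copper sulfate through the metallothionein promoter; potency means the concentration at half of the fitted maximal effect; on the % scale 0 is the no-effect control and ±100 the full control effect; nearly all actives have a fitted effect of over 50% in size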
# FLuc counter = counter-screen for miR-21 project: firefly luciferase inhibitors or activators | purified FLuc, Km substrates, luminescence inhibition | AID 588342 | Potency, µM (top dose mostly 57.5 µM), for inactives: top-dose activity change, negative = inhibition, hits mostly inhibitors | P08659 | hit rate 6.9% among 360,000;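 further: potency means the concentration at half of the fitted maximal effect; plate controls were vehicle for no effect and reference inhibitor for full effect; nearly all actives have a fitted effect of over 55% in size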
#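 Purified P. pyralis luciferase, 10 nM final, with Km-level 10 uM D-luciferin and 10 uM ATP in 50 mM Tris acetate pH 7.5, 10 mM Mg acetate, 0.01% Tween-20, 0.05% BSA; 6-point qHTS titration about 60 µM downward; luminescence read.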
# KCNH2 3.1 block = inhibitors of human KCNH2 3.1 potassium channel isoform | U2OS KCNH2 3.1, thallium flux FluxOr; hits give low values | activity change, % (tested at about 1.8 µM) | hit rate 0.95% among 340,000 | AID 720553;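 active means maximum activity change below -70%; inconclusive means maximum activity change from -70% to -50%; inactive means maximum activity change above -50%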;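 further: thallium influx rate constant from kinetic fluorescence after stimulation buffer; on the % scale 0 is the no-effect control and ±100 the full control effect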
#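 Normalized rate constant (relative to positive and negative DMSO controls) derived from a 2 min kinetic fluorescence read after stimulation; U2OS cells expressing the 3.1 isoform via virus at 1.77 x 10^8 /mL.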
# NPC1 promoter act = NPC1 promoter activation. Huh7 NPC1 promoter luciferase reporter, 24 h. hit rate 2.4% among 320,000. AID 485313. Potency, µM (doses to about 9.22 µM), inactives show at the top dose activation, usual class: activators;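 further: potency means the concentration at half of the fitted maximal effect; % of control where 0% means no effect; nearly all actives have a fitted effect of over 60% in size; reporter is driven by a mutant NPC1 promoter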
#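 In 1536-well qHTS, Huh7 cells harboring an NPC1 promoter–luciferase construct received compound for 24 h; activation was quantified by luminescence following luciferase reagent addition.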
# Mito fusion yeast = mitochondrial division inhibition or fusion activation. hit rate 0.23% among 320,000. Potency, µM (highest dose often 46.1 µM), for the others: top-dose growth rescue (activation), hits mostly activators. S. cerevisiae fusion-defective mutant growth rescue, CellTiterGlo 48 h. AID 485298;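 further: potency means the concentration at half of the fitted maximal effect; % of control where 0% means no effect; nearly all actives have a fitted effect of over 45% in size; temperature-sensitive fusion mutants such as fzo1-1 at 37 °C on non-fermentable ethanol glycerol medium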
#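 Growth-rescue viability read-out: after 48 h at the non-permissive 37C in glycerol/ethanol YPEG, yeast mitochondrial fusion mutants are measured by CellTiterGlo luminescence; compounds (23 nl pinned per well) restoring growth score as division inhibitors or fusion activators.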
# ELG1 repair inh = ELG1-dependent DNA repair inhibition; HEK293T ELG1-luciferase reporter, luminescence, 16 h; DNA damage induced by 5-fluorouridine; Potency, µM (titrated, usually from 46.1 µM), inactives show at the highest dose activity change, negative = inhibition, usual class: inhibitors; hit rate 2.3% among 330,000; AID 504467; further: potency means the concentration at half of the fitted maximal effect; on the % scale 0 is the no-effect control and ±100 the full control effect; nearly all actives have a fitted effect of over 55% in size
#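 Cells (2,000 per well) received 5-fluorouridine plus test compound or DMSO and were incubated 16 hr at 37 °C, 5% CO2. Luciferase activity was read by luminescence 30 min after ONE-Glo addition; signal suppression marked inhibition of damage-induced ELG1 function.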
# MBNL1 CUG block = blocks human MBNL1 binding to CUG repeat RNA | AID 2675 | Q9NR56 | TR-FRET MBNL1-His/biotin-(CUG)12 binding, 665/545 ratio | Potency, µM (doses to about 57.5 µM), for the others: at the top dose activity change, negative = inhibition, usual class: inhibitors | hit rate 0.036% among 280,000; active means well fitted inhibition curve with a large enough effect in the signal ratio, with a control signal flat, not every such curve was filed as active; inconclusive means small, poorly fitted or top-dose-only effect, or effect the other way, or a change in a side signal; inactive means no such curve, though single readings can be large or run the other way; the % refers to the signal ratio; further: potency means the concentration at half of the fitted maximal effect; on the % scale 0 is the no-effect control and ±100 the full control effect
# Target sequence (Q9NR56 whole entry, looked up): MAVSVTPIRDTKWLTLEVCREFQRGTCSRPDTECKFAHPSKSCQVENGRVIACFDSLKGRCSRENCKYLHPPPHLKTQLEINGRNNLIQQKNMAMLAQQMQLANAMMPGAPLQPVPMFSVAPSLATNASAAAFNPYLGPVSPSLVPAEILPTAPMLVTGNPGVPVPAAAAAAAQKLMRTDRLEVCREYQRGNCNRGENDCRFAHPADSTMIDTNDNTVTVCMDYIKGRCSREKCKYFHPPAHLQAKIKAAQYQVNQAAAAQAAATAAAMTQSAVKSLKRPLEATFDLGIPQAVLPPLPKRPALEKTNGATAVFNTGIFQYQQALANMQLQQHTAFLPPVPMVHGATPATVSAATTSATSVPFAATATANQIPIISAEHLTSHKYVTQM
#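 TR-FRET between His-tagged MBNL1 and biotin-(CUG)12 RNA, detected with Tb anti-His antibody (0.055 ng/ul) and streptavidin-XL665 (5 nM), 60 min at room temperature. Compounds titrated 92 nM to 58 uM; 665/545 nm ratio normalized to buffer and complex controls.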
# Rab9 promoter act = Rab9 promoter activation; Huh7 Rab9 promoter-luciferase reporter, luminescence, 24 h; Potency, µM (top dose mostly 9.22 µM), inactives show at the top dose activation, negative = inhibition, usual class: activators; hit rate 2.8% among 320,000; further: potency means the concentration at half of the fitted maximal effect; % of control where 0% means no effect; nearly all actives have a fitted effect of over 60% in size
#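 Cell-based reporter: Huh7 stable for Rab9 promoter-driven luciferase, plated in reduced-serum medium with 10% FBS at 1500 cells/well, compound-treated 24 h at 37 °C, luminescence read after 10 min reagent.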
# * = called active by the depositor; ? = inconclusive; . = not tested or not shown; & = joins results of further samples; [ ] = remark or other dose. Unless noted, the call rests on the fitted dose curve; in most records, active means well fitted curve in the direction sought with a large enough effect; inconclusive means small, poorly fitted or top-dose-only effect, or another doubt; inactive means no such curve, though single readings can be large; an effect the other way counts as inactive or inconclusive. Some of the compounds tested. The share of hits here may be higher or lower than overall.
SMILES,Menin MLL FP TR,PKM2 act,RORgamma inh,Gal4-VP16 FLuc,FLuc counter,KCNH2 3.1 block,NPC1 promoter act,Mito fusion yeast,ELG1 repair inh,MBNL1 CUG block,Rab9 promoter act
O=c1c2cc(Br)cc(Br)c2oc2nc3n(c(=O)c12)CCCS3,4.7%,1.3%,-31.4%,-5.5%,1.2%,.,-2.2%,0.2%,-3.9%,13.0%,1.7%
NC(=S)N/N=C/C=C/c1ccccc1,5.0%,-1.2%,2µM*,?,-15.6%,-5.4,0.2%,-7.7%,14.0%,?,2.4%
COC(=O)Cc1ccc(NC(=O)c2ccc(Br)o2)cc1,-28.2%,-18.4%,-40.3%,-24.9%,16.9µM*,0.2,?,0.4%,?,9.5%,?
CC1CC(C)CN(C(=O)c2ccc(S(=O)(=O)N3CCCC3)cc2)C1 (stereo not given),2.9%,-4.1%,-7.4%,16.2%,4.1%,7.3,-2.3%,-1.5%,0.8%,-5.5%,10.6%
Cc1onc(-c2c(F)cccc2Cl)c1C(=O)NC(=S)NCc1cccnc1,-24.1%,1.4%,15.8µM*,?,-0.4%,9.5,-1.7%,4.5%,-4.9%,.,-3.9%
CS(=O)(=O)N1CCN(c2ccc(C(=O)NC3C4CC5CC(C4)CC3C5)cc2[N+](=O)[O-])CC1 (stereo not given),7.7%,-1.0%,?,-29.1%,-4.5%,-17.7,-6.4%,3.3%,-10.0%,?,-1.8%
CN(C)S(=O)(=O)c1cccc(NC(=O)CCc2c[nH]c3ccccc23)c1,?,1.9%,?,9.8%,?,-21.4,-1.2%,-0.4%,-20.0%,-2.4%,-1.2%
O=C(CN1C(=O)CSC1=O)Nc1ccc2c(c1)OCCO2,-9.3%,1.6%,9.3%,25.6%,?,-0.6,-0.9%,-1.8%,12.9%,4.9%,0.1%
c1ccc(CN2C3=NCCN3c3ccccc32)cc1,-11.6%,-17.2%,-21.7%,-5.3%,1.2%,4.4,0.6%,.,-20.6%,-18.5%[11.5 µM],-4.3%
C/C(CCN1CCCCc2nc(C)c(C)cc21)=N\O[C@@H](C)CN1CCCCc2nc(C)c(C)cc21,-18.7%[11.7 µM],-1.2%,17.5%[10 µM],-2.2%[10 µM],2.3%,.,-0.7%,-2.5%,-12.8%,15.4%,-0.7%
COc1ccc(NC(=O)N2CC(C)OC(C)C2)cc1OC (stereo not given),-11.8%,-16.0%,-7.4%,-0.2%,-9.0%,5.1,-4.8%,-1.7%,6.2%,2.6%,8.9%
COc1cc2c(cc1OC)C(C)N(C(=O)Cn1ncc3c1-c1ccccc1OC3)CC2 (stereo not given),-9.1%,1.6%,-27.5%,-4.3%,-0.9%,-5.5,1.1%,-7.3%,?,-10.1%,-1.8%
COC(=O)c1cn(NC(=O)c2cc(OC)cc(OC)c2)c(=O)c2ccccc12,?,0.8%,?,-0.9%,3.5%,1.5,-7.1%,-2.1%,-11.9%,3.1%,1.1%
CCCCC[n+]1ccn(C2=C([O-])c3ccccc3C(=O)/C2=N\S(=O)(=O)c2ccc(Br)cc2)c1,.,-7.4%,-18.3%,-3.5%,-8.4%,?,0.3%,9.8%,?,?,-6.3%
CC(=O)Nc1sc(NC(=O)c2ccc(C)cc2)nc1-c1cccs1,28.5%,0.4%,?,-18.6%,-14.3%,-7.9,-2.9%,-1.4%,-3.0%,-3.7%,-7.0%
O=C(NCCCN1CCOCC1)c1ccc(Cl)cc1Cl,-7.0%,-0.1%,?,1.9%,1.6%,15.1,2.1%,2.1%,20.7%,0.2%,4.6%
Cc1ccc(S(=O)(=O)N(C)CCCC(=O)Nc2cccc3ccccc23)cc1,0.3%,2.3%,22.2%,1.7%,3.5%,3.1,-7.3%,11.4%,?,7.6%,-4.6%
CC(=O)N1CCCc2cc(S(=O)(=O)N3CCCC(C(=O)N4CCN(c5cccc(Cl)c5)CC4)C3)ccc21 (stereo not given),?,-2.5%,5.62µM*,3.98µM*,2.5%&-1.4%,-0.7,-26.1%,18.1%,20.6µM*,9.8%,-28.2%
COc1cc(N)c(Cl)cc1NC(=O)c1ccccc1,5.5%,4.5%,13.2%,2.5%,-10.7%,-2.8,3.8%,-1.7%,?,1.0%,6.3%
OCCC1CN(C2CCC2)CCN1Cc1ccc(F)c(F)c1 (stereo not given),-0.2%,-2.1%,-4.7%,3.8%,8.9%,46.4,-2.5%,0.5%,3.4%,-7.5%,-0.8%
Cc1csc(NC(=O)CSc2nc3ccccc3c(=O)[nH]2)n1,15.8%,3.3%,35.0%,2.8%,-4.0%[2.3 µM],?,1.8%,-5.3%,0.3%,-11.0%,8.3%
CCN(c1ccc(NC(=O)COC(=O)c2ccc([N+](=O)[O-])o2)cc1)C(C)C,.,.,.,.,-3.8%,17.4,-4.9%,0.4%,?,.,4.7%
CCOc1ccc2nc(NC(=O)CS(=O)(=O)c3ccc(C)cc3)sc2c1,-14.8%,-3.9%,31.3%,?,21.3µM*,-19.9,6.0%,5.5%,-6.8%,-5.3%,0.6%
COc1ccc(-c2ccc(SCC(=O)Nc3cc(C)on3)nn2)cc1OC,-5.1%,?,5.3%,-0.7%,-7.7%[2.3 µM],-3.1,11.4%,6.0%,0.5%,-3.2%,?
COc1ccc(-c2csc(NC(=O)COC(=O)c3ccco3)n2)cc1,-7.7%,-3.5%,26.0%,?,?,-3.7,3.98µM*,-12.2%,?,4.1%,3.16µM*
Clc1ccc(SCCN2CCNCC2)cc1,-0.4%,1.4%,-1.6%,3.0%,-0.3%,-23.3,-0.8%,0.0%,-11.3%,-6.5%,-12.6%
CCCNCC(O)Cn1c2ccccc2n2c(=O)cc(C)c(C#N)c12 (stereo not given),?,-2.8%,0.708µM*,-79.0%,-1.6%,-2.1,-0.3%,-0.8%,?,?,-4.9%
C/C(CC(=O)Nc1cc(C)cc(C)c1)=N\NC(=O)c1ccccn1,-26.2%,-4.5%,-13.1%,-6.6%,-1.5%,-2.0,-3.1%,7.8%,?,-10.9%,0.6%
O=C(NNC(=O)c1ccccc1Cl)c1ccco1,.,-1.5%,-11.6%,5.4%,?,4.3,18.8%,-5.1%,?,3.5%,27.5%
CCCC(=O)Nc1ccccc1-c1nnn(CC(=O)Nc2ccc(OCC)cc2)n1,2.7%,-11.1%,?,?,-1.1%,-3.7,0.0%,8.3%,?,-6.3%,10.2%
COc1ccc(C(=O)NNC(=S)NC(=O)c2ccc(OC)cc2)cc1,2.0%,-4.3%,-13.7%[1.91 µM],?,-2.1%,5.5,-2.9%,-0.1%,-24.8%,5.0%,4.8%
COc1cc2c(cc1OC)C(Cc1ccc(O)cc1)N(C)CC2 (stereo not given),-13.8%,0.3%,3.2%,-1.3%,-3.8%,9.6,-4.2%,-9.9%,4.3%,-11.8%,-1.7%
S=C(N/N=C1\CCc2ccccc21)NC1CCCCC1,-16.5%,5.7%,1µM*,5.62µM*,-16.7%,53.8,28.2%,5.4%,?,-11.8%,-28.1%
Cc1cc(F)ccc1S(=O)(=O)N(C(=O)c1ccncc1)c1ccc(OC(=O)c2ccncc2)cc1,8.1%,9.9%,-16.0%,5.8%,1.3%,-30.1,-3.3%,6.6%,?,-3.9%,0.5%
O=C(Nc1ccc(S(=O)(=O)N2CCCC2)cc1)c1cccnc1Cl,.,.,.,.,4.5%,0.9,-1.2%,-0.7%,0.0%,.,-0.4%
C=C(C)COc1ccc(-c2ncncc2-c2ccc(Cl)cc2)c(O)c1,1.3%,.,?,?,-1.4%,-11.7,-1.6%,-15.8%,?,1.9%,-3.8%[1.84 µM]
CCC(=O)NNc1cc(=O)c2c(=O)n(C)c(=O)n(C)c2[nH]1,19.6%,-0.8%,-22.5%,-7.7%,5.7%,2.3,0.2%,-1.4%,17.0%,9.5%,-9.1%
O=C1c2ccccc2C(Nc2ccc(-c3nc4ccccc4[nH]3)cc2)N1Cc1ccco1 (stereo not given),?,2.5%,-3.6%,4.4%,?,-3.5,17.6%,2.0%,?,-3.3%,?
COc1ccc(OC(C)C(=O)N2CCOCC2)cc1 (stereo not given),-1.5%,1.7%,0.2%,2.6%,-1.5%,2.4,-0.1%,0.5%,0.0%,-15.3%,12.6%

# Assay outcomes deposited in PubChem by National Center for Advancing Translational Sciences (NCATS).
